# All columns: NCI-60 one-dose screen, growth in % after 48 h at 10 µM unless noted; 100 = growth as untreated, 0 = no growth, -100 = all killed.
# HL-60(TB): HL-60(TB) leukemia cells; actives 9% (n = 78,000); AID 1794776; active = growth percent below 10
# * = called active by the depositor; & = joins results of further samples. Only part of the results is shown; the hit share may differ from the screen's.
# The opening two compounds as a preview:
SMILES | HL-60(TB)
Cc1ccc2nc(NC(=O)Nc3cccc(Cl)c3)sc2c1 | 95.7
O=NC1C2C=CC(C2)C1Cl (configuration not stated) | 102.7

# The list itself, from the start:
SMILES | HL-60(TB)
Cc1ccc2nc(NC(=O)Nc3cccc(Cl)c3)sc2c1 | 95.7
O=NC1C2C=CC(C2)C1Cl (configuration not stated) | 102.7
CC(=O)n1ccc2nc(Cl)nc(Cl)c21 | 100.0
CCOC(=O)C1=C(c2ccccc2)N=C2SC3C(=NN(c4ccccc4)C3c3ccc(Br)cc3)N2C1c1ccc(OC)cc1 (configuration not stated) | 96.7
CCOC(=O)/C(C#N)=C/c1ccc(OC)cc1 | 94.8
COc1nc2ccc(C)cc2cc1-c1nc2c(cnn2-c2ccccc2)c(=O)[nH]1 | 50.1
COc1ccc(C2=NN(C(=O)c3cc(-c4ccccc4)nc4ccccc34)C(c3cc(-c4ccccc4)nn3-c3ccccc3)C2)cc1 (configuration not stated) | 98.2
C[C@]12CCC(=O)C=C1[C@@H](O)C[C@@H]1[C@@H]2[C@@H](O)C[C@@]2(C)[C@H]1CC[C@]2(O)C(=O)CO | 94.7
COC(=O)c1cc2oc(/C=N\NC(=O)c3cc4oc(C)c(C)c4[nH]3)cc2[nH]1 | 103.3
CCCCCCCCCCCCCOC(=O)c1c(C)[nH]c(/C=C2\N=C(c3ccc[nH]3)C=C2OC)c1C | 9.5*
CNc1ccc(Cl)cc1-c1n[nH]c(=O)[nH]c1=O | 106.7
N#Cc1c(-c2ccccc2Cl)c2ccc3ccccc3c2oc1=O | 67.2
C/C(=C(/c1ccc(Cl)cc1)c1ccc(OCCN(C)C)cc1)c1ccc(Cl)cc1 | 99.2
ON=C1CCCCC1 | 84.9
COC(=O)CC[C@@H](C)[C@H]1CC[C@H]2[C@@H]3CC[C@@H]4C[C@@H](Nc5c([C@@H](C)[C@H]6CC[C@H]7[C@@H]8CCC9=CC(=O)CC[C@]9(C)[C@H]8CC[C@]67C)nc6ccc(Cl)cn56)CC[C@]4(C)[C@H]3CC[C@]12C | 94.7
COc1c2c(c(OC)c3c(=O)ccoc13)OCO2 | 108.0
O=C1C(Cl)=C(Nc2ccccc2)C(=O)c2ccccc21 | -19.5*
N#Cc1c(-c2ccc(Cl)cc2)nc(NN=Cc2ccco2)nc1N1CCOCC1 | 108.4
CCC(CC)NCCNc1cc(OC)cc2cccnc12 | 101.7
O=c1[nH]c2cc(O)ccc2c2ccccc12 | 87.9
CCCOCc1cn[nH]n1 | 104.8
NC(Cc1ccccc1)S(=O)(=O)O (configuration not stated) | 92.3
O=S1(=O)N=C(N=Cc2c(O)[nH]c3ccccc23)c2ccccc21 | 113.4
COC(=O)C1=COC(C)C2CN3CCC4(C(=O)Nc5ccccc54)C3CC12 (configuration not stated) | 82.1
CC1(O)OC(COc2ccc(Cl)cc2)COC1O (configuration not stated) | 104.5
CN(C)Cc1c(OC(=O)c2ccc(N)cc2)ccc2ccccc12 | 103.1
COC(C(=O)O)c1ccccc1 (configuration not stated) | 88.7
Cn1c(C2=CC(=O)c3ccccc3C2=O)c(C2=CC(=O)c3ccccc3C2=O)c2ccccc21 | 107.3
c1ccc2c(c1)nc(-c1c[nH]c3ccccc13)c1[nH]ccc12 | 71.2
O=C(c1cc2cccnc2n1-c1ccc(Cl)c(Cl)c1)N1CC(C(F)(F)F)C1 | 98.0
O=C(Nc1ccc(Oc2cccc(Cl)c2)c(Cl)c1)c1ccnnc1 | 82.0
CCOC(=O)Cn1cnc2cc(C)c(C)cc21 | 97.2
Clc1ccc(-c2nnc3ccc(N/N=C/c4ccccc4)nn23)cc1 | 60.4
CCC(C)(O)C#CC#CC(C)(O)CC (configuration not stated) | 107.6
Cc1sc2nc(N3CCc4ccccc4C3)[nH]c(=O)c2c1C | 95.9
CC(=O)Nc1ccc(S(=O)(=O)c2ccc(NC(=S)Nc3ccc(S(=O)(=O)c4ccc(NC(C)=O)cc4)cc3)cc2)cc1 | 104.0
Nc1ncnc2scnc12 | 110.1
CCN(CC)c1ccc2c(c1)Cc1ccccc1-2 | 108.7
CC(=O)Nc1ccc(Br)cc1 | 85.1&107.6
O=C(Cn1nncc1CN1C(=O)CSC1=O)Nc1ccc(O)cc1 | 98.8
C=C(C)[C@@H]1CC[C@]2(C#N)CC[C@]3(C)[C@H](CC[C@@H]4[C@@]5(C)CCCNC(C)(C)[C@@H]5CC[C@]43C)[C@@H]12 | 83.9
O=C(Nc1sc2c(c1C(=O)NCCc1c[nH]c3ccccc13)CCCC2)c1ccccc1 | 67.2
CN(C)CC(=O)Nc1ccc2ncnc(Nc3ccc(Oc4cccc(C(F)(F)F)c4)c(Cl)c3)c2c1 | 2.7*
O=c1[nH]c(CNc2ccc(NC(=S)Nc3ccc(Cl)cc3)cc2)nc2sc3c(c12)CCCC3 | 82.2
Cc1ccc(C(C(=O)NC2CCCCC2)N(C(=O)C2CCc3cc(F)ccc3O2)c2ccc(F)cc2F)cc1 (configuration not stated) | 89.1
Cc1cnc(SCc2ccccc2Cl)nc1N(C)C | 94.7
CN1CCN(C(=O)[C@@]2(C)CC[C@]3(C)CC[C@]4(C)C(=CC[C@@H]5[C@@]6(C)C/C(=C/c7ccncc7)C(=O)C(C)(C)[C@@H]6CC[C@]54C)[C@@H]3C2)CC1 | -8.9*
COC(=O)c1nc(C(C)(C)C)oc1N | 94.1
CC[C@@H](C(=O)[C@@H](C)[C@@H](O)[C@H](C)[C@@H]1O[C@@H]([C@@H](CC)C(=O)O)CC[C@@H]1C)[C@H]1OC2(C=C[C@@H](O)[C@]3(CC[C@@](C)([C@H]4CC[C@](O)(CC)[C@H](C)O4)O3)O2)[C@H](C)C[C@@H]1C (some centres not stated) | -45.6*
CCn1c2ccccc2c2cc(C(=O)c3cccc4c3CCCN4)ccc21 | 110.0
CNc1ccc(Cl)cc1S(=O)(=O)c1ccccc1[N+](=O)[O-] | 79.9&65.3
COc1ccc2c(c1OC)C(=O)OC2C1c2c(c(COC(=O)C(CC(C)C)NC(=O)OC(C)(C)C)c3c(c2OC)OCO3)CCN1C (configuration not stated) | 57.5
Cc1ccc(C2SCC(=O)N2Cc2ccccc2)cc1 (configuration not stated) | 96.1
O=C(Nc1cc(C(F)(F)F)cc(C(F)(F)F)c1)c1cc(Cl)ccc1O | -49.0*
COc1c(B(O)O)cccc1-c1nc2c(F)cc3[nH]ncc3c2c2c1CCCC2 | -28.3*
CCOC(=O)C1(c2ccccc2)SC(C(=O)OCC)(c2ccccc2)S1 (configuration not stated) | 88.9
O=C(NC(O)C(Cl)(Cl)Cl)c1ccccc1 (configuration not stated) | 95.1
O=C(c1ccc(Oc2ccccc2)cc1)C(C(c1ccccc1)N1CCCCC1)N1CCCCC1 (configuration not stated) | 102.6
C=CCn1c(SCC(=O)c2ccc(OC)cc2)nnc1-c1ccc(OC)cc1 | 90.8
N#CC(C#N)=Cc1cccc([N+](=O)[O-])c1 | 90.4

# New compounds follow.
SMILES | HL-60(TB)
COC(=O)C(Cc1ccccc1)NC(=O)c1ccc(NC(=O)c2[nH]c(C)c(Cl)c2Cl)c(OC(C)C)c1 (configuration not stated) | 99.7
Cn1c(O)c(N=Nc2nc(-c3cc4ccccc4oc3=O)cs2)c2cc(Br)ccc21 | 96.6
c1ccc(CCc2ccccc2-c2cc(-c3ccccc3)on2)cc1 | 76.2
COc1ccc(C=NCCc2ccc(OC)c(OC)c2)cc1OC | 107.2
CN(C)c1ccc(N=Nc2ccc([As](=O)(O)O)cc2)cc1 | 89.4
CCOC(=O)C(=O)/C(=C/n1c(=S)[nH]c2ccc([N+](=O)[O-])cc21)C(=O)OCC | 106.1
CCCC(CNC1CCCCC1)OC(=O)c1ccc(N)cc1 (configuration not stated) | 113.5
COc1cccc(CNc2ccc3ncnc(Nc4ccc(F)c(Cl)c4)c3c2)c1 | 93.6
C=C1CCc2occ(C)c2[C@H]2[C@H]1[C@@]13O[C@@]1(C[C@@H](C)C3=O)[C@H]1O[C@@]21C | 88.8
C#CCOc1ccc(/C=N/Nc2nc(-c3ccc(OC)cc3)cs2)cc1 | 60.0
C=C(C)C1CC=C(/C=N/O)CC1 (configuration not stated) | 128.7
COc1cc(-c2cc(=O)c3c(O)cc(C)cc3o2)cc(OC)c1OC | 94.6
Cc1ccc(C(O)(c2ccccc2)c2ccc(C)cc2)cc1 | 110.3
Cc1ccc(NC(=O)c2nc(S(C)(=O)=O)oc2-c2ccc(F)cc2)cc1Nc1ccc2ncn(C)c(=O)c2c1 | 46.5
O=c1nc(NO)ccn1C1CCCO1 (configuration not stated) | 98.6

# Random excerpt: 6 entries already listed, in no set order.
SMILES | HL-60(TB)
c1ccc(CCc2ccccc2-c2cc(-c3ccccc3)on2)cc1 | 76.2
C=C1CCc2occ(C)c2[C@H]2[C@H]1[C@@]13O[C@@]1(C[C@@H](C)C3=O)[C@H]1O[C@@]21C | 88.8
COc1cccc(CNc2ccc3ncnc(Nc4ccc(F)c(Cl)c4)c3c2)c1 | 93.6
CCCC(CNC1CCCCC1)OC(=O)c1ccc(N)cc1 (configuration not stated) | 113.5
Cc1ccc(NC(=O)c2nc(S(C)(=O)=O)oc2-c2ccc(F)cc2)cc1Nc1ccc2ncn(C)c(=O)c2c1 | 46.5
COC(=O)C(Cc1ccccc1)NC(=O)c1ccc(NC(=O)c2[nH]c(C)c(Cl)c2Cl)c(OC(C)C)c1 (configuration not stated) | 99.7

# New compounds follow.
SMILES | HL-60(TB)
CCCCc1ccc(-c2nc3c(c(C)nc4c3nnn4-c3cc(OC)c(OC)c(OC)c3)c(=O)o2)cc1 | 101.7
COc1ccc(/C=c2\nc3n(-c4ccccc4)c4nnc(CC#N)n4n-3c2=O)cc1 | 98.9
COC(=O)[C@@H](C)C[C@H](Cc1ccccc1)NC(=O)c1csc([C@@H](C[C@H](C(C)C)N(C)C(=O)[C@@H](NC(=O)[C@H]2CCCN2C)C2CC2)OC(C)=O)n1 | -36.8*
CCOC(=O)c1c(C)nc(C)c(C(=O)OCC)c1-c1cccnc1 | 61.1
O=CN1N=C(c2ccc(F)cc2)CC1c1sc(N(CCCl)CCCl)nc1Cl (configuration not stated) | 90.1
Clc1ccc(C2Oc3ccccc3C3CC(c4cccs4)=NN32)c(Cl)c1 (configuration not stated) | 94.8
Cc1nc(-c2ccccc2)ccc1-c1nnc(SCC(=O)c2ccccc2)o1 | 105.9
CSc1nc(N)cc(=O)[nH]1 | 99.6
NC(=S)N/N=C/C(=O)O | 87.8
CC(=O)N1N=C(c2ccc(Nc3nc(Nc4ccc(F)cc4)nc(Nc4ccc(F)cc4)n3)cc2)CC1c1ccc(N(C)C)cc1 (configuration not stated) | 10.0*
COc1cc(/C=C/C(=O)c2cc(-c3ccc(N(C)C)cc3)ccc2O)cc(OC)c1OC | 91.1
COc1ccc2[nH]c(=O)c(CN3CCN(c4nccc(-c5ccc6ccccc6c5)n4)CC3)cc2c1 | 71.8
O=C(CN1CCCCC1)Nc1nc2ccc(NCc3ccc(Br)cc3)cc2s1 | 105.3
COc1ccc(-c2cc(-c3cc(OC)c(OC)c(OC)c3)c(C#N)c(=O)n2CCCCCC(=O)O)cc1 | 100.6
N#CC(C#N)=NNc1ccc(S(=O)(=O)c2ccc(NN=C(C#N)C#N)cc2)cc1 | 104.3
CCCC1OCC(C)([N+](=O)[O-])CO1 (configuration not stated) | 106.8
O=C(O)c1ccc(-n2cc(/C=N/Nc3ccccc3)c(-c3ccc(F)cc3F)n2)cc1 | 15.1
COc1cc(/C=C2\SC(=S)N(NC(=O)C(C)c3ccc(CC(C)C)cc3)C2=O)cc(OC)c1OC (configuration not stated) | 108.4
CCN(CC)CC(CN(CC)CC)OC(=O)c1ccc(N)cc1 | 99.9
COc1ccc2nc(NC(=O)c3cccnc3Nc3cc(OC)c(OC)c(OC)c3)sc2c1 | 51.8
O=C(CSc1nnc(-c2cc(-c3ccc(Cl)cc3)nc3ccccc23)n1-c1ccccc1)c1ccccc1 | 96.3
CC(C(=O)O)N1C(/N=C/c2ccc(Br)cc2)=NNC1(C)c1ccccc1O (configuration not stated) | 104.3
Fc1ccc(F)c(CNc2nc(SCCN3CCOCC3)nc3c2cnn3CC(Cl)c2ccc(Br)cc2)c1 (configuration not stated) | -12.3*
COc1ccc(C(=O)Nc2ccc(OS(N)(=O)=O)cc2)cc1 | 98.6
N#Cc1c(-c2ccc(Cl)cc2)nc(N2NC(=O)CC2=O)nc1N1CCOCC1 | 98.8
O=C(N/N=C/c1ccncc1)c1ccccc1Nc1cccc(C(F)(F)F)c1 | 77.7
O=C1CC(c2ccc3c(c2)OCO3)c2ncn(-c3ccc(Cl)cc3)c2N1 (configuration not stated) | -10.0*
COc1cc2nc3cc([N+](=O)[O-])ccc3c(NCCCNCC(C)(C)O)c2cc1OC | -0.7*
CC1C=CCC2C(=O)OC(=O)C12 (configuration not stated) | 137.8
O=S(=O)(c1ccccc1)c1nc(-c2ccccc2)oc1SCc1ccc(F)cc1 | 68.8
COc1ccc(C(=O)/C=C/c2ccc(N3CCCCC3)cc2)cc1OC | 78.9
O=C(Cn1c(=O)[nH]c2ccccc2c1=O)NCC(=O)N/N=C/c1ccc([N+](=O)[O-])cc1 | 105.5
O=Cc1ccc([N+](=O)[O-])cc1 | 102.2
CCOC(=O)c1cc2c(n1Cc1ccc(OC)cc1)-c1nc(N)sc1CCC2 | 64.5
O=C(CSc1nc(-c2ccccc2)cc(=O)[nH]1)c1ccc(Cl)cc1 | 96.9
Fc1ccc(NCCS)cc1 | 100.2
O=C(O)c1ccc(-n2cc(CNc3cccc(F)c3)c(-c3cc(C(F)(F)F)cc(C(F)(F)F)c3)n2)cc1 | 81.0
CC[C@]12C=CCN3CC[C@]4(C(=C(C(=O)OC)C1)Nc1cc(OC)c([C@@H]5[C@H]6O[C@H]6[C@@]6(CC)CC(C(=O)OC)=C7Nc8cc(OC)ccc8[C@@]78CCN5[C@@H]68)cc14)[C@@H]32 | 25.0
O=C1c2cccc3cccc(c23)C(=O)N1CCCN[C@@H]1CCC[C@H]1NCCCN1C(=O)c2cccc3cccc(c23)C1=O | 105.5
Brc1ccc2c(c1)CN(C1CCCCC1)CO2 | 106.1

# Compound activity deposited in PubChem BioAssay by NCI.
